Compound activity from PubChem BioAssay.
ALOX12 inh: inhibitors of human 12S-lipoxygenase ALOX12. P18054. purified 12hLO, xylenol orange hydroperoxide absorbance. Potency, µM (titrated, usually from 108 µM), without a hit: at the top dose activity change, negative = inhibition, most hits filed as inhibitors. 1.1% of 580,000 active. AID 1671190; further: potency means the concentration at half of the fitted maximal effect; on the % scale 0 is the no-effect control and ±100 the full control effect
Target sequence (P18054 whole entry, looked up): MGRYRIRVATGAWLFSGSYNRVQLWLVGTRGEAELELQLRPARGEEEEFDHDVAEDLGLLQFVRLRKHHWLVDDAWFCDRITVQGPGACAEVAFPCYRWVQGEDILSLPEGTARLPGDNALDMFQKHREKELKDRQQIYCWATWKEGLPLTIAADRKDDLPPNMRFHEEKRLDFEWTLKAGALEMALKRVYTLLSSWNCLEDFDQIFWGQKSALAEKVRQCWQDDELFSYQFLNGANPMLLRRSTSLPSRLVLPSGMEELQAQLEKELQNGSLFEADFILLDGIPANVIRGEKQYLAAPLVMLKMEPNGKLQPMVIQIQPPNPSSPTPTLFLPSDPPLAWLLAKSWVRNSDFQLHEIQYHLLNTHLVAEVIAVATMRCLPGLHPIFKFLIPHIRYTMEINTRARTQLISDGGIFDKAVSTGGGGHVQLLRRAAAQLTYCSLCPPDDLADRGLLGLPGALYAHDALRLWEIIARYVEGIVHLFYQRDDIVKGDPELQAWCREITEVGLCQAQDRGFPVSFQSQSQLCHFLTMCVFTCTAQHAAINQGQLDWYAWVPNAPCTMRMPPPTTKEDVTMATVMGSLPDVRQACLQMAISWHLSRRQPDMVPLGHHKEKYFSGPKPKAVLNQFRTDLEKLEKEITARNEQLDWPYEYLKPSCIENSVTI
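Hydroperoxide product was detected by ferrous iron/xylenol orange as the 573 to 405 nm absorbance ratio. Arachidonic acid at 40 uM (final) was turned over for 30 min at room temperature by 150 nM human 12hLO, pH 7.0 Hepes buffer, after 15 min compound preincubation.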
G9a block: G9a (human) methyltransferase inhibition | Potency, µM (series often up to 102 µM), for the others: top-dose activity, negative = inhibition, usual class: inhibitors | 8.8% of 350,000 active | G9a H3K9 monomethylation, AlphaScreen, 2 h | Q96KQ7; further: potency means the concentration at half of the fitted maximal effect; on the % scale 0 is the no-effect control and ±100 the full control effect; nearly all actives have a fitted effect of over 75% in size
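Chemiluminescent proximity detection of H3K9 monomethylation, read after 10 min bead incubation in the dark. Reaction: 20 nM G9a, 500 nM biotin-H3K9 peptide, 20 uM SAM cofactor, 2 h, room temperature, following 15 min enzyme-compound preincubation.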
ERG-DNA inh: blocks human ERG Ets domain binding to DNA | P11308 | fluorescence polarization, His-ERG Ets domain / labelled DNA | Potency, µM (highest dose often 76.9 µM), for inactives: top-dose FP activity, negative = inhibition, actives largely listed as inhibitors | 0.028% of 370,000 active; active means well fitted inhibition curve with a large enough effect in the polarisation, with a control signal flat; inconclusive means small, poorly fitted or top-dose-only effect, or effect the other way, or a change in a side signal; inactive means no such curve, though single readings can be large or run the other way; the % refers to the polarisation;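 further: polarization taken with two DNA probes labelled with fluorescein and Texas red; potency means the concentration at half of the fitted maximal effect; % of control where 0% means no effect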
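His-tagged ERG Ets domain (1 uM in the protein solution; 300mM KCl, 50mM Tris-HCl, 1mM EDTA, 1mM DTT, pH 7.5) received compound, then a probe mix of 5 nM fluorescein-DNA and 100nM Texas-615-DNA. Fluorescence polarization was read for both dyes.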
PI4K2A block: blocks human PI4K2A kinase activity | 0.13% of 420,000 active | activity change, negative = inhibition, % at 76.9 µM | Q9BTU6 | purified PI4K2A, ADP-Glo luminescence, 1 h; stronger effect = lower value; in the data active means activity change below about -50%; inconclusive means mostly about -30% to -49%;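 further: -100% = wells without enzyme as full effect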
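Compounds are screened against recombinant PI4K2A using PI as substrate and ATP, the latter dispensed at 300 microM. Reactions run one hour at ambient temperature before ADP-Glo detection; full inhibition defined by wells lacking enzyme.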
GLS inhibitor: blocks human kidney-isoform glutaminase activity; 0.21% of 410,000 active; O94925; AID 624170; Potency, µM (top dose mostly 45.5 µM), for the others: at the top dose activity change, negative = inhibition, actives largely listed as inhibitors; GLS enzymatic activity, qHTS titration; further: potency means the concentration at half of the fitted maximal effect; on the % scale 0 is the no-effect control and ±100 the full control effect
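Glutamate formation by hKGA was monitored fluorometrically using coupled glutamate oxidase, HRP and Amplex Red. Substrate was added as 1 mM L-glutamine solution; incubation was 30 min at RT after an initial read.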
HP1b chromo inh: inhibitors of HP1-beta chromodomain binding to methylated histone tails; P83916; AlphaScreen HP1-beta / biotin-H3K9me3 peptide binding; Potency, µM (highest dose often 114 µM), without a hit: top-dose activity change, negative = inhibition, actives largely listed as inhibitors; 0.56% of 390,000 active; further: potency means the concentration at half of the fitted maximal effect; nearly all actives have a fitted effect of over 70% in size; inactives centre near 23
Target sequence (P83916 whole entry, looked up): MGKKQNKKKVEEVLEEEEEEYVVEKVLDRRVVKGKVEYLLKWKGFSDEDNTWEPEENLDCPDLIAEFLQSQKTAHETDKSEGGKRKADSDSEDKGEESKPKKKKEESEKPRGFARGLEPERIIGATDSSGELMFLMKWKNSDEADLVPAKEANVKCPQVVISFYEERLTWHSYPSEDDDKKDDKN
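AlphaScreen: HP1-beta (50 nM) preformed 30 min with biotin-H3(1-18)K9me3 peptide (50 nM) in PBS pH 7.4, 0.01% Tween-20. Compound added for 30 min at RT, then streptavidin donor/nickel chelate acceptor beads (10 ug/mL) for 30 min.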
BAZ2B block: inhibitors of human BAZ2B bromodomain; Q9UIF8; AID 504333; AlphaScreen BAZ2B-H3K14Ac peptide displacement; 4.4% of 360,000 active; Potency, µM (series often up to 114 µM), for the others: at the top dose activity change, negative = inhibition, hits mostly inhibitors; further: potency means the concentration at half of the fitted maximal effect; on the % scale 0 is the no-effect control and ±100 the full control effect; nearly all actives have a fitted effect of over 60% in size
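In this displacement format the biotinylated H3(5-23) peptide acetylated at Lys14 serves as ligand at 50 nM, with BAZ2B at 50 nM in PBS pH 7.4 containing 0.01% Tween-20. Donor and acceptor beads are 10 ug/mL final.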
JMJD2A Tudor: JMJD2A Tudor domain (human) inhibition | 4.4% of 390,000 active | O75164 | Potency, µM (doses to about 114 µM), without a hit: at the highest dose activity change, negative = inhibition, most hits filed as inhibitors | AID 504339 | AlphaScreen JMJD2A-Tudor / H3K4me3 peptide binding; further: potency means the concentration at half of the fitted maximal effect; on the % scale 0 is the no-effect control and ±100 the full control effect; nearly all actives have a fitted effect of over 50% in size
RGS4 inh: human RGS4 inhibition | P49798 | Transcreener GDP fluorescence polarization, RGS4-accelerated GTP hydrolysis | Potency, µM (series often up to 114 µM), for inactives: at the highest dose activity change, negative = inhibition, hits mostly inhibitors | 0.039% of 390,000 active | AID 504845; further: potency means the concentration at half of the fitted maximal effect; on the % scale 0 is the no-effect control and ±100 the full control effect; nearly all actives have a fitted effect of over 75% in size; some results filed as inactive show a strong effect at the top dose
Target sequence (P49798 whole entry, looked up): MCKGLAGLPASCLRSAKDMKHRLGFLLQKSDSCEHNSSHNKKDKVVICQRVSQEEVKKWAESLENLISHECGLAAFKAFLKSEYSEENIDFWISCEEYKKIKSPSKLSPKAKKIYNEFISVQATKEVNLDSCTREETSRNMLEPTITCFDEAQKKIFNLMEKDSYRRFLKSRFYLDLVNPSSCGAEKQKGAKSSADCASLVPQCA
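MLSMR compounds (23 nl, pin-transferred) preincubated 10 min at room temperature with a 500nM (2x) first reagent, then RGS4 at 900nM (2x) plus Transcreener GDP mix added; fluorescence polarization (620/688 nm) read before and after 90 min at 30 °C.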
* marks the source's active call; other numbers are inactive results; i = inactive; ? = inconclusive; / = not tested or not shown; & = joins results of further samples; [ ] = remark or other dose. Unless noted, the call rests on the fitted dose curve; in most records, active means well fitted curve in the direction sought with a large enough effect; inconclusive means small, poorly fitted or top-dose-only effect, or another doubt; inactive means no such curve, though single readings can be large; an effect the other way counts as inactive or inconclusive. Not all compounds are listed; the hit share may differ from the screen's.

SMILES	ALOX12 inh	G9a block	ERG-DNA inh	PI4K2A block	GLS inhibitor	HP1b chromo inh	BAZ2B block	JMJD2A Tudor	RGS4 inh
COC(=O)CCCCCN1C(=O)NC(c2ccc(-c3ccccc3)cc2)C(C(=O)OCc2ccccc2)=C1C (stereo unspecified)	-3.8%	5.8%	-2.3%	-2.9	-0.8%	16.2%	-6.9%	-28.8%	3.5%
Cc1cc2oc(=O)cc(C)c2cc1NC(=O)CCC(=O)O	3.7%	-1.0%	/	-0.7	4.5%	28.5%	3.7%	-8.8%	-1.8%
Cc1ccc2nsnc2c1S(=O)(=O)N1CCCC1	138.9%[activator]	-5.3%	-1.4%	2.9	-0.2%	15.4%	12.6%	-16.8%	-4.2%
COc1ccc(C2CC(c3ccc(Cl)cc3Cl)n3nc(N)nc3N2)cc1 (stereo unspecified)	-49.6%	11.8%[59 µM]	-4.5%	0.4	2.4%	28.5%	3.8%	-22.1%	-10.2%
COc1ccc(C)cc1NC(=O)C(c1ccccc1)N1CCN(CC(=O)N2CCCC2)CC1 (stereo unspecified)	-15.1%	?	-10.4%	-2.5	-3.5%	15.7%	1.0%	-5.8%	3.3%
CC(=O)N1CCc2cc(Br)cc(S(=O)(=O)NCCCN3CCC(C)CC3)c21	20.3%	24.7%[59 µM]	-7.5%	0.6	-0.8%	31.7%[activator]	5.1%	5.0%	18.9%
CCOC(=O)N1CCN(C(=O)/C(=C/c2ccc(F)cc2)NC(=O)c2ccccc2)CC1	i	0.3%	6.6%	13.7	-2.0%	25.2%	-3.6%	-2.8%	7.5%
O=C1C2CC=C(Cl)CC2C(=O)N1CCC[n+]1ccccc1 (stereo unspecified)	-32.4%	-4.3%[0.501 µM]	-1.0%	-1.7	-6.9%	41.2%[activator]	-0.6%	-13.5%	-2.0%
COc1ccccc1N(CC(=O)NCC1CCCO1)C(=O)Cn1nnc(-c2cccs2)n1 (stereo unspecified)	-24.8%	18.7%	-3.3%[15.4 µM]	-3.4	2.5%	24.4%	-4.3%	-20.7%	-8.0%
CCc1noc(C)c1C(=O)NNC(=O)c1ccccc1F	2.4%	6.0%[0.501 µM]	-3.0%	-5.2	16.0%	-0.5%	1.3%	-8.9%	1.9%
COC(=O)c1c(C)oc(C)c1S(=O)(=O)N1CCCC1	0.0%	-4.7%	3.1%	-4.6	0.1%	36.6%	-0.7%	-10.7%	6.8%
O=C1CCCN1CN(C(=O)c1ccc2c(c1)OCO2)c1ccc(F)cc1	-19.5%	11.8%[0.501 µM]	-8.9%	1.5	-1.9%	16.2%	1.9%	2.4%	-13.8%
Cc1cc(NC(=O)CSc2ccc3nnc(-c4cccs4)n3n2)no1	-0.3%	?	-18.3%	4.0	0.8%	48.9%[activator]	11.1%	-12.4%	-9.1%
CN(C)CCCNc1c2c(nc3cc(-c4cccc(F)c4)nn13)CCC2	-1.1%	/	-5.3%	-0.2	0.1%	46.8%[activator]	-6.9%	5.2%	-22.2%
CC(C)NC(=O)CC1C(=O)N(Cc2ccccc2)C(C)c2nc3ccccc3n21 (stereo unspecified)	-0.2%	3.8%[59 µM]	-12.3%	4.3	-5.6%	27.6%	1.0%	-19.4%	-10.4%

Only JMJD2A Tudor and G9a block, for some of the entries so far:
| molecule | JMJD2A Tudor | G9a block |
| --- | --- | --- |
| CCc1noc(C)c1C(=O)NNC(=O)c1ccccc1F | -8.9% | 6.0%[0.501 µM] |
| COC(=O)c1c(C)oc(C)c1S(=O)(=O)N1CCCC1 | -10.7% | -4.7% |

Other compounds follow:
SMILES	ALOX12 inh	G9a block	ERG-DNA inh	PI4K2A block	GLS inhibitor	HP1b chromo inh	BAZ2B block	JMJD2A Tudor	RGS4 inh
O=C1c2ccccc2C(=O)N1CCc1nn[nH]n1	-15.7%	2.1%[12.7 µM]	/	-0.1	-1.8%	30.1%	-4.4%	-8.0%	-2.9%
CCOC(=O)C1=C(C)N(CCCC(=O)O)C(=O)NC1C(CC)CC (stereo unspecified)	15.2%	/	-0.1%	0.6	-0.2%	18.6%	/	0.7%	5.1%
Cc1ccc(NC(=O)C2CCN(S(=O)(=O)c3cccc4nonc34)CC2)c(Cl)c1	-16.2%	-33.6%[59 µM]	4.8%	-1.2	14.4%	10.6%	-9.2%	-15.0%	-8.0%
COc1ccc(NC(=O)c2c(C)oc3ccc(O)c(CN4CCCCCC4)c23)cc1Cl	?	-29.5%[59 µM]	-0.1%	-0.2	18.2%	-4.1%	?	-30.9%	-2.8%
C=CCc1ccc(OCCOc2ccc(/C=N/n3cnnc3)cc2OCC)c(OC)c1	0.0%	1.4%	-9.8%	1.2	-4.0%	52.3%[activator]	-1.1%	-17.8%[11.4 µM]	-17.1%[11.4 µM]
COc1ccc(/C=N/n2c(C)cc(C)cc2=O)cc1	-2.1%	/	14.5%	6.3	0.8%	17.3%	-19.1%	-9.8%	11.0%
CC(C)C[C@H](NC(=O)[C@@H]1Cc2ccccc2CN1C(=O)OC(C)(C)C)C(=O)NCC1CCC(C(=O)O)CC1 (stereo partly specified)	?	-0.7%[12.7 µM]	-6.0%	4.2	25.6%	24.8%	-16.7%	-4.8%	-26.8%
COc1cc(-c2nnc(SCC(=O)NC3CCS(=O)(=O)C3)o2)cc(OC)c1OC (stereo unspecified)	-5.4%	-3.7%	0.3%	-6.7	13.6%	35.0%	-2.0%	-2.1%	17.9%
COc1ccc(C)cc1NC(=O)CN(C)S(=O)(=O)c1ccc2c(c1)CC(C)N2C(C)=O (stereo unspecified)	2.5%	1.9%	1.1%	-3.5	0.4%	38.1%	-22.5%	0.4%	-18.7%
O=C1c2cccc3cccc(c23)N1Cc1ccc(F)cc1	-2.7%	217.4%[activator][59 µM]	-5.4%	0.7	5.7%	377.2%[activator]	440.7%[activator]	294.9%[activator]	8.6%
O=[N+]([O-])c1ccc(O)c(C=Nc2cccc3ccccc23)c1	16.0%	50.1µM*	-3.9%	-5.7	-4.1%	-11.2%	-10.8%	-20.5%	-21.4%
CCOCCOC(=O)NCCCCCCNC(=O)OCCOCC	135.5%[activator]	7.5%	3.0%	5.2	-3.5%	21.3%	0.6%	-13.0%	31.9%
Clc1ccc(/C=C/c2nc3ccccc3[nH]2)cc1	-13.1%	/	4.4%	?	-0.3%	52.3%[activator]	12.3%	5.4%	-34.3%
CCn1cc(C2C3=C(CC(C)(C)CC3=O)N(c3ccccc3)C3=C2C(=O)CC(C)(C)C3)c(C)n1	12.0%	-4.8%[59 µM]	-10.4%	-0.4	-1.4%	41.8%[activator]	8.0%	-15.2%	-18.0%
COC(=O)c1ccc(COc2ccc(C)cc2[N+](=O)[O-])o1	0.0%	/	-5.7%	-15.3	5.5%	5.8%	-15.8%	-14.2%	-2.3%
CCOc1ccc2[nH]c(C(=O)N/N=C/c3ccc(OC)cc3)cc2c1	0.0%	20.9%	2.2%	4.0	1.5%	-0.7%[57 µM]	-0.2%	-7.4%	-48.9%
Cc1ccc(NC(=O)CCn2c(=O)c3cccn3c3ccccc32)cc1C	0.8%&-5.3%	5.5%	-7.5%&-0.4%	-1.3&-6.1	-5.5%&1.9%	27.6%&36.1%	?	-14.6%&-17.1%	-2.2%&-13.9%
COc1ccc(CNc2nc3ccccc3n2Cc2ccccc2)cc1OC	?	-4.7%	-4.3%	3.9	28.5%	5.0%	-31.0%	-26.3%	25.2%
Cc1cccc(-c2nc3c4ccccc4nc(NCCc4ccccc4)n3n2)c1	-3.2%	80.6%[activator][59 µM]	4.0%	-3.1	-2.7%	102.4%[activator]	26.6%	56.0%[activator]	-2.1%
O=C(CCSc1ccccc1)N1CCCC1	0.3%	28.8%	2.1%	1.1	-7.8%	33.2%	-12.3%	5.7%	12.0%
Cc1ccc(S(=O)(=O)N(C)c2ccc(C(=O)N(C)Cc3nc4ccccc4c(=O)[nH]3)cc2)cc1	14.4%	-40.3%	-1.2%	0.5	1.8%	37.2%	?	-14.5%	-24.3%
Cc1cc2c(cc1S(=O)(=O)CCC(=O)NC1CCCCC1C)OCC(=O)N2 (stereo unspecified)	30.1%[activator]	/	13.5%	-4.8	-0.3%	26.0%	-5.5%	-10.4%	-6.4%
COc1ccc(N2CCN(C(=O)CCNS(=O)(=O)c3cccs3)CC2)cc1	-15.4%	25.1µM*	/	-0.9	15.5%	16.2%	-33.0%	-11.0%	9.8%
CCOC(=O)N1CCC(NC(=O)c2cc(C(=O)Nc3ccc(OCC)cc3)ccc2CO)CC1	-3.7%	?	-7.6%	-0.3	-9.3%	15.5%	4.5%	6.6%	-22.5%
O=C(/C=C/c1ccccc1)Nc1cccc(C(=O)O)c1	-8.1%	-1.2%	-1.3%	-8.5	-1.8%	35.6%	4.0%	-11.6%	13.1%
CCOc1ccc(Nc2nc(NCc3ccco3)nc(N)c2[N+](=O)[O-])cc1	2.2%	13.3%	-3.1%	-3.9	-9.4%	30.2%	7.1%	-15.1%	-9.8%
CC(=O)OCCOc1nc(NC(C)C)nc(NC(C)C)n1	-5.8%	?	4.9%	-5.9	-22.0%	10.2%	-2.3%	79.4µM*	?
